Source: PubChem BioAssay
M. tuberculosis – growth inhibition of non-replicating M. tuberculosis (AID 488890); Mycobacterium tuberculosis non-replicating, growth inhibition; higher % means a stronger effect; one-dose inhibition, % at 25 µM; IC50 in µM for titrated hits; 320,000 compounds, 0.39% hits; in the data active = a potency from the dose series; inconclusive = inhibition mostly from about 82% at the one dose, without a potency; inactive = the rest, 99 in 100 with inhibition below about 76%;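 note: plate controls were DMSO cells for no effect and high antibiotic wells for full effect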
H1N1 NS1A inhibition – H1N1 influenza NS1A inhibitors, functional cell based assay (AID 504329). 340,000 compounds, 0.3% hits. NS1A functional cell-based assay, percent inhibition; higher % means a stronger effect. inhibition, % at 12.5 µM; hits with a dose series show IC50 in µM; in the data active = a potency from the dose series; inconclusive = inhibition above about 27% without an active follow-up result; note: strong numbers were not always called active
PhoP GFP inhibition – Inhibition of PhoP regulon, Salmonella typhi GFP reporter cells, confirmation, 4 h (AID 1850) | Salmonella Typhi PhoP-promoter GFP reporter, fluorescence, 4 h; higher % means a stronger effect | inhibition, % at 50 µM, or IC50 in µM where a hit was titrated | 310,000 compounds, 0.33% hits; in the data active = a potency from the dose series; inconclusive = inhibition mostly from about 25% at the one dose, without a potency; inactive = the rest, 99 in 100 with inhibition below about 19%;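 note: 0% = induced wells with vehicle and 100% = uninduced wells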
VEEV TC-83 Vero – inhibitors of VEEV TC-83 cytopathic effect, confirmation, Vero cells (AID 588727); one-dose inhibition, % at 20 µM; IC50 in µM for titrated hits; Vero cells, VEEV TC-83 cytopathic effect inhibition; higher % means a stronger effect; 350,000 compounds, 0.13% hits; in the data active = a potency from the dose series; inconclusive = inhibition mostly from about 14% at the one dose, without a potency; inactive = the rest, 99 in 100 with inhibition below about 12%; note: strong numbers were not always called active
H37Rv inhibition – M. tuberculosis growth inhibition, HTS (AID 449762); M. tuberculosis H37Rv growth inhibition, 7H9 media; higher % means a stronger effect; inhibition, % at 25 µM; hits with a dose series show IC50 in µM; 330,000 compounds, 0.59% hits; in the data active = a potency from the dose series; inconclusive = inhibition above about 70% without an active follow-up result;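 note: bacterial growth assessed after seven days of incubation; strong numbers were not always called active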
VEEV TC-83 Vero 10K pilot screen – also measured in VEEV TC-83 Vero; calls as there; inhibition, %; measured here: 10K pilot screen inhibition
The depositor's hits bear a star; i = inactive; ? = inconclusive; · = no result given.

SMILES	M. tuberculosis	H1N1 NS1A inhibition	PhoP GFP inhibition	VEEV TC-83 Vero	H37Rv inhibition	others
O=S(=O)(Nc1nc2ccccc2nc1NCC1CCCO1)c1ccccc1 (stereo not given)	15%	12%	16%	4.5%	-6%
O=C1C(=O)c2ccccc2C(O)=C1C1CCC(c2ccc(Cl)cc2)CC1 (stereo not given)	51%	9%	-10%	7.6%	93%
Fc1ccc(-c2csc3ncnc(N4CCc5ccccc5C4)c23)cc1	39%	-2%	-2%	5.6%	1%	VEEV TC-83 Vero 10K pilot screen=15
O=C1CCc2cc(S(=O)(=O)Nc3ccccc3F)cc3c2N1CCC3	-14%	-5%	7%	6.4%	-2%
Cc1c(C)c2ccc(OCC(=O)NC3CCN(Cc4ccccc4)CC3)cc2oc1=O	14%	8%	21%	i	-1%
O=C(CNC(=O)C(c1ccccc1)c1ccccc1)N/N=C/c1cccnc1	-6%	·	-5%	0.4%	-1%
Cc1cccc(/C=N/n2c(-c3cc(-c4ccccc4)n[nH]3)n[nH]c2=S)c1	-31%	8%	-2%	13%	-4%
Cc1cccc(C(=O)NNC(=O)c2ccc(S(=O)(=O)N3CCOCC3)cc2)c1	-23%	-1%	10%	i	-2%
Cc1cc(C)c(S(=O)(=O)N2CCCCC2CCNC(=O)C(=O)NCc2ccco2)c(C)c1 (stereo not given)	23%	0%	-2%	9.3%	40%
Cc1nn(C(C)C(=O)NCCCN2CCCC2)c(=O)c2nn(-c3ccccc3)c(C)c12 (stereo not given)	13%	3%	-2%	2.4%	-2%
Cc1nnc(SCc2nc3ccccc3nc2C)s1	-12%	3%	16%	2.6%	7%
CC(C)C1S/C(=N/N=C/c2cccs2)NC1=O (stereo not given)	58%	-9%	-10%	1.1%	4%

In the list so far, 3 contain a halogen.
SMILES	M. tuberculosis	H1N1 NS1A inhibition	PhoP GFP inhibition	VEEV TC-83 Vero	H37Rv inhibition	others
O=C1C(=O)c2ccccc2C(O)=C1C1CCC(c2ccc(Cl)cc2)CC1 (stereo not given)	51%	9%	-10%	7.6%	93%
Fc1ccc(-c2csc3ncnc(N4CCc5ccccc5C4)c23)cc1	39%	-2%	-2%	5.6%	1%	VEEV TC-83 Vero 10K pilot screen=15
O=C1CCc2cc(S(=O)(=O)Nc3ccccc3F)cc3c2N1CCC3	-14%	-5%	7%	6.4%	-2%

Returning to the listing with the three entries that preceded the break.
SMILES	M. tuberculosis	H1N1 NS1A inhibition	PhoP GFP inhibition	VEEV TC-83 Vero	H37Rv inhibition	others
Cc1nn(C(C)C(=O)NCCCN2CCCC2)c(=O)c2nn(-c3ccccc3)c(C)c12 (stereo not given)	13%	3%	-2%	2.4%	-2%
Cc1nnc(SCc2nc3ccccc3nc2C)s1	-12%	3%	16%	2.6%	7%
CC(C)C1S/C(=N/N=C/c2cccs2)NC1=O (stereo not given)	58%	-9%	-10%	1.1%	4%
Cc1c(N=Cc2cc3c(cc2Cl)OCO3)c(=O)n(-c2ccccc2)n1C	-14%	1%	-4%	1.1%	-11%
Cc1cccc(-c2ncc(S(=O)(=O)C(C)(C)C)c(N)n2)c1	-14%	11%	5%	0.3%	-3%
Cc1ccc(NC(=O)CSc2nc3ccc(Nc4nc(N5CCOCC5)nc(N5CCOCC5)n4)cc3s2)cc1	3%	-1%	-4%	6.0%	-1%
O=C(Cc1ccccc1)Nc1ccccc1Oc1ccccc1	4%	3%	-6%	1.0%	-7%
CCOC(=O)c1sc(NC(=O)CSc2n[nH]c(C)n2)nc1C	23%	3%	-2%	1.7%	11%
CCCCCCCN(C(=O)CCl)c1cccc(C)c1	?	-9%	-1%	?	32%
CC(=O)NCc1ccc(C(=O)CSc2nnc(C3CC3)n2C2CC2)cc1	3%	4%	·	i	3%
CC1CC1C(=O)OCC(=O)NNC(=O)COc1ccc(Br)cc1 (stereo not given)	2%	-8%	9%	2.4%	11%
CCC1(C)Cc2c(sc3nc4n(c(=O)c23)CCS4)CO1 (stereo not given)	-6%	-4%	4%	0.9%	1%
Cc1sc2nc(CN3CCOCC3)nc(NS(=O)(=O)c3cc(Cl)ccc3Cl)c2c1C	45%	-8%	·	2.1%	3%
CCOc1ccc(C(C)NC(=O)Cc2ccccc2)cc1OCC (stereo not given)	-13%	3%	-4%	0.1%	-8%
O=C(CN1C(=O)NC2(CCCc3ccccc32)C1=O)NCc1cccs1 (stereo not given)	7%	-6%	·	i	-15%
CCSC1=C(C#N)C(c2ccc3c(c2)OCO3)C2=C(CCCC2=O)N1 (stereo not given)	13%	2%	1%	3.6%	-1%
Cc1n[nH]c(=O)c2c(NC(=O)CSc3ccccc3Cl)oc(C)c12	26%	2%	-10%	0.7%	2%
COCCNc1nnc(SCC(=O)NNC(=O)c2ccc([N+](=O)[O-])cc2)s1	4%	-13%	7%	2.0%	55%
CC(Sc1nc2ccccc2[nH]1)C(=O)O (stereo not given)	-2%	-10%	-6%	i	1%
Cc1ccc2nc(-c3ccncc3)cc(C(=O)Nc3ccc(OC(F)F)cc3)c2c1	-5%	0%	-10%	0.4%	27%
O=C1C2C3C=CC(C4CC34)C2C(=O)N1/N=C/c1ccc(-c2ccc(F)cc2[N+](=O)[O-])o1 (stereo not given)	32%	4%	-14%	11%	2%
Cc1ccccc1C(=O)NCC(=O)OC(C)C(=O)NCc1ccco1 (stereo not given)	1%	-2%	2%	i	-6%
COc1ccc(CN(CC2CCC(C(=O)O)CC2)C(=S)Nc2cc(C)cc(C)c2)cc1 (stereo not given)	-2%	-9%	1%	0.2%	3%
O=C(C1=C[C@@H](c2coc3ccccc3c2=O)C[C@@H](OCc2ccc(CO)cc2)O1)N1CCN(Cc2ccccc2)CC1	22%	10%	-8%	5.3%	14%
Cc1nn(C(C)C(=O)N2CCCC2)c(=O)c2nn(-c3ccccc3)c(C)c12 (stereo not given)	-8%	-4%	-7%	1.2%	4%
Cc1ccc2c(Cl)cc(Cl)c(OCC(=O)O)c2n1	2%	-4%	1%	0.4%	-11%
CCOc1ccccc1NC(=O)CSc1n[nH]c(N)n1	-6%	-9%	-4%	5.7%	-5%
CNC(=O)c1c[nH]c2ccc(S(=O)(=O)Nc3ccccc3F)cc2c1=O	-5%	19%	-4%	0.1%	3%
CN(C)S(=O)(=O)c1cccc(NC(=O)COC(=O)c2ccc3c(c2)OCO3)c1	6%	-4%	3%	i	-4%
CCOC(=O)C1CCN(C(=O)CC2C(=O)N(Cc3ccccc3)C(C)c3nc4ccccc4n32)CC1 (stereo not given)	2%	20%	-7%	i	-3%
Oc1ccc(-c2nc(-c3ccc(F)cc3)c(-c3ccncc3)[nH]2)cc1	10%	9%	-15%	11%	18%
O=C(NCc1ccco1)C(c1ccc(F)cc1)N(CC1CCCO1)C(=O)Cn1nnc2ccccc21 (stereo not given)	6%	-10%	0%	4.2%	-4%
Nc1cc(N)nc(SCCN2CCCCC2)n1	-7%	1%	-8%	i	1%
Cn1c(C(=O)O)cnc1Sc1ncc(C(F)(F)F)cc1Cl	-4%	-9%	-8%	0.7%	-5%
Cc1cccc(C)c1NC(=S)NC1CCCCC1	?	4%	3%	2.5%	0%
CC1=C(C(=O)Nc2ccccc2C)C(c2ccc(C)o2)n2c(s/c(=C/c3ccccc3)c2=O)=N1 (stereo not given)	15%	0%	-11%	7.2%	14%
CC(C)[C@H](NC(=O)[C@@H]1CSCN1C(=O)OC(C)(C)C)C(=O)NCC1CCC(C(=O)O)CC1 (stereo not given in full)	-2%	-7%	-16%	1.6%	7%
CC(=O)Nc1nc(C)c(Oc2ccc(C)cc2)c(=O)[nH]1	-2%	-3%	1%	0.4%	7%
COc1cc(C(=S)N2CCOCC2)cc(OC)c1OC(=O)c1ccccc1[N+](=O)[O-]	-6%	-10%	-1%	0.1%	4%
Nc1c(-c2ccc(Cl)cc2)cnn1-c1cccc([N+](=O)[O-])c1	12%	-5%	-6%	2.3%	-5%
CCOC(=O)c1cnn(-c2ccc(Cl)cc2)c1C1CCN(C(=O)OC(C)(C)C)CC1	74%	6%	-9%	4.2%	?
O=C(N/N=C1\C2CN3CCN(C2)CC1(c1ccccc1)C3)c1ccc(F)cc1	-8%	-2%	6%	i	6%
CCOc1ccc(S(=O)(=O)N2CCCCC2)cc1NC(=O)c1ccccc1	·	-6%	·	i	·
Cc1nnn(C23CC4CC(CC(CC(=O)Nc5ccc(C)c(Cl)c5)(C4)C2)C3)n1	21%	-2%	-6%	1.2%	0%
O=C1CCC/C(=N/NC(=O)c2ccc(CN3c4cccc5cccc(c45)S3(=O)=O)cc2)C1	-13%	13%	-23%	0.4%	-6%
O=C(CN1CCN(C(=O)c2ccccc2)CC1)Nc1cccc(S(=O)(=O)N2CCCC2)c1	·	-5%	·	1.7%	·
N#CN1CCC(NS(=O)(=O)c2ccc(C(F)(F)F)cc2)C1 (stereo not given)	5%	10%	·	0.1%	-10%
O=C(COC(=O)c1ccc(Br)o1)NCc1ccco1	69%	4%	-6%	2.0%	5%
O=C(C1CCCN1C(=O)c1cccs1)N1CCN(Cc2ccc3c(c2)OCO3)CC1 (stereo not given)	-14%	-2%	8%	0.5%	-4%
O=C(O)c1ccccc1SC1CC(=O)N(C2CCCCC2)C1=O (stereo not given)	·	-5%	-6%	1.0%	-16%
Fc1ccc(NC(=S)Nc2ccc(Br)cc2)cc1	?	11%	-6%	1.0%	-2%
Cc1ccc(C)c(S(=O)(=O)N/N=C/c2ccc(N3CCOCC3)cc2)c1	11%	3%	0%	13%	12%
COc1ccc(C(O)P(=O)(OC(C)C)c2ccc(N(C)C)cc2)c(OC)c1 (stereo not given)	-5%	-4%	-1%	0.2%	0%
O=C(Cn1nc(Cc2cccnc2)c2ccccc2c1=O)N1CCC2(CC1)OCCO2	0%	19%	-10%	2.4%	-9%
O=S(=O)(O)C(=Cc1ccccc1)c1ccccc1 (tested in a mixture with another compound)	·	-19%	·	1.9%	·
CCC1(C(=O)c2ccccc2)C(c2ccc([N+](=O)[O-])cc2)C1(C(=O)OC)C(=O)OC (stereo not given)	27%	-3%	-3%	i	6%
CC(CN1CCCCC1)OC(=O)/C=C/c1ccccc1 (stereo not given)	13%	-7%	-2%	1.4%	4%
CCOC(=O)C1CCCN(/C=C2\SC(=S)N(CC)C2=O)C1 (stereo not given)	9%	0%	14%	i	3%
CC(C)(C)OC(=O)NOCC(=O)N(CC(=O)c1ccccc1)Cc1ccccc1	-8%	-4%	-5%	1.5%	-1%
Cc1cc(C)c2c(c1)/C(=N/NC(=O)c1ccc(O)cc1)CCC2	30%	-3%	12%	4.9%	6%
c1ccc(CSc2ccc(-c3ccccn3)nn2)cc1	8µM*	-3%	-2%	?	23µM*
Cn1nccc1C(=O)Nc1sc2c(c1C#N)CCCC2	21%	7%	-1%	0.4%	-6%
Cc1ccc2c(c1)NC(=O)C(CC(=O)N(C)Cc1ccccc1)O2 (stereo not given)	14%	2%	-8%	2.0%	-11%
(further entries)
SMILES	M. tuberculosis	H1N1 NS1A inhibition	PhoP GFP inhibition	VEEV TC-83 Vero	H37Rv inhibition	others
COc1ccc(C(=O)Cc2nnc(C)s2)cc1	19%	-3%	-2%	0.6%	-4%
O=C(Nc1ccccc1)NC1CCN(Cc2c(F)cccc2Cl)CC1	4%	-25%	8%	3.8%	10%
CC1(C)NS(=O)(=O)Oc2ccccc21	67%	-2%	-7%	0.2%	-6%
Cc1ccc(S(=O)(=O)N2CCN(C(=O)c3ccc(OCc4c(C)noc4C)cc3)CC2)cc1	16%	13%	-4%	i	4%
COC(=O)c1c(Sc2ccccc2)c2ccccc2n1C	8%	19%	-11%	i	-12%
Cc1ccc(C(=O)NCCNC(=O)c2ccc(C)nc2)cc1	-2%	0%	-7%	0.1%	-10%
O=C(CCN1C(=O)c2ccccc2C1=O)Nc1cccc(S(=O)(=O)NC2=NCCC2)c1	-1%	-9%	7%	1.1%	-2%
CC(C)(C)C(=O)N1CCn2c1nc1ccccc12	-2%	13%	4%	i	-7%
COc1ccc(OCC(=O)O/N=C(\N)Cc2ccc(Cl)cc2Cl)cc1	71%	-8%	3%	1.2%	5%
Cn1cc(Cl)c(C(=O)OCC(=O)Nc2nc(-c3ccc(Br)cc3)cs2)n1	19%	1%	0%	2.9%	?
COc1ccccc1C(=O)NC(=O)COC(=O)Cc1ccccc1[N+](=O)[O-]	-7%	-2%	4%	1.9%	-1%
